From PubChem
PhoP GFP inhibition: PhoP regulon inhibitors, Salmonella typhi PhoP promoter GFP reporter, confirmatory (AID 1850) | Salmonella Typhi PhoP-promoter GFP reporter, fluorescence, 4 h; higher % means a stronger effect | inhibition, % at 50 µM; hits with a dose series show IC50 in µM | 310,000 compounds, 0.33% hits; in the data active = a potency from the dose series; inconclusive = inhibition mostly from about 25% at the one dose, without a potency; inactive = the rest, 99 in 100 with inhibition below about 19%;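 note: 0% = induced wells with vehicle and 100% = uninduced wells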
M. tuberculosis HTS: M. tuberculosis growth inhibition, HTS (AID 449762) | M. tuberculosis H37Rv growth inhibition, 7H9 media; higher % means a stronger effect | 330,000 compounds, 0.59% hits | inhibition, % at 25 µM; hits with a dose series show IC50 in µM; in the data active = a potency from the dose series; inconclusive = inhibition above about 70% without an active follow-up result;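 note: bacterial growth assessed after seven days of incubation; strong numbers were not always called active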
H1N1 NS1A inhibition: H1N1 influenza NS1A inhibitors, functional cell based assay (AID 504329) | NS1A functional cell-based assay, percent inhibition; higher % means a stronger effect | inhibition, % at 12.5 µM, or IC50 in µM where a hit was titrated | 340,000 compounds, 0.3% hits; in the data active = a potency from the dose series; inconclusive = inhibition above about 27% without an active follow-up result; note: strong numbers were not always called active
tuberculosis growth: growth inhibition of non-replicating M. tuberculosis (AID 488890); Mycobacterium tuberculosis non-replicating, growth inhibition; higher % means a stronger effect; 320,000 compounds, 0.39% hits; inhibition, % at 25 µM; hits with a dose series show IC50 in µM; in the data active = a potency from the dose series; inconclusive = inhibition mostly from about 82% at the one dose, without a potency; inactive = the rest, 99 in 100 with inhibition below about 76%;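 note: plate controls were DMSO cells for no effect and high antibiotic wells for full effect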
inhibitors of VEEV: inhibitors of VEEV TC-83 cytopathic effect, confirmation, Vero cells (AID 588727). Vero cells, VEEV TC-83 cytopathic effect inhibition; higher % means a stronger effect. inhibition, % at 20 µM; hits with a dose series show IC50 in µM. 350,000 compounds, 0.13% hits; in the data active = a potency from the dose series; inconclusive = inhibition mostly from about 14% at the one dose, without a potency; inactive = the rest, 99 in 100 with inhibition below about 12%; note: strong numbers were not always called active
inhibitors of VEEV 10K pilot screen: also measured in inhibitors of VEEV; calls as there; inhibition, %; measured here: 10K pilot screen inhibition
* hit, by the source's call; i = inactive; u = inconclusive; x = no result given.

SMILES | PhoP GFP inhibition | M. tuberculosis HTS | H1N1 NS1A inhibition | tuberculosis growth | inhibitors of VEEV | others
COc1ccc(Nc2ccc(S(=O)(=O)N3CCCCC3)cc2[N+](=O)[O-])cc1 | -7.4% | 0.5% | 21.0% | 23.3% | i
C=C(C)C(=O)Nc1ccc(OC(F)(F)C(F)F)c(NC(=O)C(=C)C)c1 | -1.1% | 4.9% | 13.0% | 3.7% | 3.3%
Cc1ccccc1OCC(=O)NNC(=O)CCN1C(=O)c2ccccc2C1=O | -8.4% | -3.2% | -11.6% | -5.9% | 0.3%
S=c1[nH]nc(-c2cccc(Cl)c2)n1/N=C/c1ccco1 | -2.0% | -2.1% | x | 26.7% | x
COc1ccc(C2/C(=C(/O)c3ccccc3)C(=O)C(=O)N2CCO)cc1 (stereo not given) | -3.8% | -3.0% | 0.6% | -3.0% | 0.9% | inhibitors of VEEV 10K pilot screen=0.7
NC(=O)NC[C@@H]1CC[C@@H](Cc2ccc(-c3ccccc3)cc2)O1 | x | x | -7.7% | x | 0.6%
CC(C)(C)NC(=O)N1CCn2cccc2C1c1ccccc1F (stereo not given) | 12.7% | -4.1% | -1.9% | 7.0% | 1.1%
CC1=CC(=C2C(=O)c3ccccc3C2=O)C=C(C)N1C | -7.7% | -2.9% | 14.5% | -5.7% | 0.6%
O=C(O)Cc1ccc(NS(=O)(=O)c2ccccc2Cl)cc1 | -17.2% | -4.1% | x | 8.6% | 3.3%
CCOC(=O)c1nnn(-c2nc(N(C)C)nc(N(C)C)n2)c1C | 6.2% | 4.3% | 10.4% | -24.5% | 2.1%
N#Cc1ccccc1NC(=O)C1CC(=O)N(c2ccc3c4c(cccc24)CC3)C1 (stereo not given) | -3.8% | 5.5% | 1.8% | 5.3% | 1.5%
CCC(=O)Nc1cccc(NC(=O)c2ccccc2Cl)c1 | 9.3% | -0.4% | 1.8% | 8.4% | 0.7%
N#CCc1c(C#N)c(N)nc(N2CCN(S(=O)(=O)c3ccccc3F)CC2)c1C#N | -4.8% | -6.1% | -3.0% | 2.8% | 0.5%
COCCN(CCOC)S(=O)(=O)c1ccc(C(=O)NC2CCN(Cc3ccccc3)CC2)cc1 | -8.0% | -8.1% | -18.2% | -19.2% | 3.1%
O=[N+]([O-])c1cccc(/C=N\N2CCN(c3ccc(Cl)cc3)CC2)c1 | -5.2% | 1.0% | -2.7% | -18.3% | 1.9%
CC(C)c1ccc(N(CC(=O)N2CCN(Cc3ccccc3)CC2)S(C)(=O)=O)cc1 | 1.9% | 1.1% | -1.6% | 11.3% | i
CCOC(=O)COn1c(=O)c(-c2cc3ccccc3o2)[n+]([O-])c2ccccc21 | 4.9% | -3.1% | 1.4% | 35.0% | 5.3%
CC(C)C(NC(=O)OCc1ccccc1)C(=O)NCc1ccc(C(=O)O)cc1 (stereo not given) | -17.9% | 4.2% | -9.8% | -8.7% | 1.4%
CC(C)(C)CC(=O)N1CCN(Cc2ccc3c(c2)OCO3)CC1 | -7.5% | 1.4% | -27.9% | 10.1% | 0.3%
CCOc1ccccc1C(=O)N(Cc1ccco1)C1CCS(=O)(=O)C1 (stereo not given) | -14.7% | 13.2% | 19.3% | -0.8% | i
CC1(C)CC2CC(C)(CN2CC(O)c2ccccc2)C1 (stereo not given) | -2.0% | 5.3% | 2.9% | 1.5% | i
CN(CCO)c1ccc(/C=N/Nc2nncc3ccccc23)cc1 | 6.0% | 3.5% | 19.7% | -6.6% | 0.8%
CCN(CC)S(=O)(=O)c1ccc(C)c(NCC(=O)Nc2ccc(C#N)c(Cl)c2)c1 | -2.1% | -1.4% | 22.7% | 13.2% | 1.3%
Cc1cccc(N2CC(C(=O)Nc3ccc(S(=O)(=O)NCC4CCCO4)cc3)CC2=O)c1C (stereo not given) | -6.1% | 7.4% | 1.3% | 0.5% | 3.8%
Fc1ccc(Sc2cc(Cl)c(-c3ccccc3)nn2)cc1 | 0.9% | 13.5% | -3.8% | 71.3% | 3.0%

As a short view, some entries already given.
SMILES | PhoP GFP inhibition | M. tuberculosis HTS | H1N1 NS1A inhibition | tuberculosis growth | inhibitors of VEEV | others
COc1ccc(Nc2ccc(S(=O)(=O)N3CCCCC3)cc2[N+](=O)[O-])cc1 | -7.4% | 0.5% | 21.0% | 23.3% | i
C=C(C)C(=O)Nc1ccc(OC(F)(F)C(F)F)c(NC(=O)C(=C)C)c1 | -1.1% | 4.9% | 13.0% | 3.7% | 3.3%
Cc1ccccc1OCC(=O)NNC(=O)CCN1C(=O)c2ccccc2C1=O | -8.4% | -3.2% | -11.6% | -5.9% | 0.3%
S=c1[nH]nc(-c2cccc(Cl)c2)n1/N=C/c1ccco1 | -2.0% | -2.1% | x | 26.7% | x
COc1ccc(C2/C(=C(/O)c3ccccc3)C(=O)C(=O)N2CCO)cc1 (stereo not given) | -3.8% | -3.0% | 0.6% | -3.0% | 0.9% | inhibitors of VEEV 10K pilot screen=0.7
NC(=O)NC[C@@H]1CC[C@@H](Cc2ccc(-c3ccccc3)cc2)O1 | x | x | -7.7% | x | 0.6%
CC(C)(C)NC(=O)N1CCn2cccc2C1c1ccccc1F (stereo not given) | 12.7% | -4.1% | -1.9% | 7.0% | 1.1%
CC1=CC(=C2C(=O)c3ccccc3C2=O)C=C(C)N1C | -7.7% | -2.9% | 14.5% | -5.7% | 0.6%
O=C(O)Cc1ccc(NS(=O)(=O)c2ccccc2Cl)cc1 | -17.2% | -4.1% | x | 8.6% | 3.3%
CCOC(=O)c1nnn(-c2nc(N(C)C)nc(N(C)C)n2)c1C | 6.2% | 4.3% | 10.4% | -24.5% | 2.1%
N#Cc1ccccc1NC(=O)C1CC(=O)N(c2ccc3c4c(cccc24)CC3)C1 (stereo not given) | -3.8% | 5.5% | 1.8% | 5.3% | 1.5%
CCC(=O)Nc1cccc(NC(=O)c2ccccc2Cl)c1 | 9.3% | -0.4% | 1.8% | 8.4% | 0.7%
N#CCc1c(C#N)c(N)nc(N2CCN(S(=O)(=O)c3ccccc3F)CC2)c1C#N | -4.8% | -6.1% | -3.0% | 2.8% | 0.5%

Other results:
SMILES | PhoP GFP inhibition | M. tuberculosis HTS | H1N1 NS1A inhibition | tuberculosis growth | inhibitors of VEEV | others
S=C(NCc1ccncc1)Nc1cc(Cl)cc(Cl)c1 | 0.7% | 69.9% | -13.6% | 46.7% | i
Cc1ccc(C(=O)COC(=O)CN2C(=O)C3C4CCC(C4)C3C2=O)cc1[N+](=O)[O-] (stereo not given) | 10.3% | 8.2% | 10.3% | 1.7% | 1.2%
Cc1nc(SC2CC(=O)N(c3ccccc3)C2=O)nc2c1CCCC2 (stereo not given) | -17.8% | 1.5% | 7.1% | 73.5% | 2.7%
CC/C(=N\NC(=O)c1nnn(-c2nonc2N)c1-c1cccc(OC)c1)c1ccc(C)cc1 | 7.2% | 7.6% | -4.9% | 26.6% | 3.6%
O=C(c1cccc2ccccc12)N1CCC(N2CCN(c3ccccc3)CC2)CC1 | -14.7% | 10.4% | -21.7% | 11.8% | i
Cc1ccc(OCc2nnc(SCC(=O)c3cccc([N+](=O)[O-])c3)n2C)cc1 | 4.7% | 13.9% | 10.3% | 10.4% | i
Cc1ccc(OCC(=O)NNC(=O)CSC(=S)N2CCCC2)cc1 | x | x | -1.8% | x | 1.0%
COC(=O)CNC(=S)NC(=O)c1ccc(C(C)(C)C)cc1 | -6.5% | u | -4.0% | u | 1.1%
CCC(=O)Nc1nnc(S(=O)(=O)N(CC)c2ccc(Cl)cc2)s1 | -2.0% | 5.5% | -6.4% | 6.6% | 1.4%
Cc1ccc([N+](=O)[O-])cc1NC(=O)CSc1n[nH]c(-c2cccnc2)n1 | 10.4% | -1.5% | 6.5% | -5.5% | 0.1%
Cc1cc(O)cc2c1C(c1ccc(F)cc1)CC1(CC(C)(C)NC(=S)N1)O2 (stereo not given) | 1.6% | 3.4% | -4.0% | 27.1% | 1.3%
O=C(Nc1ccnn1C1CCN(CCCc2ccccc2)CC1)c1ccccc1Cl | -4.6% | 3.6% | 17.7% | 15.3% | i
Cc1nn(CC(=O)Nc2ccc(C#N)cc2)c(C)c1[N+](=O)[O-] | -4.0% | -9.8% | -5.2% | 2.1% | 3.3%
CN1CCN(CC(=O)Nc2ccccc2C(F)(F)F)CC1 | 6.1% | 6.6% | -3.3% | -1.4% | 0.7%
Cc1cccc(CNc2ccc(S(=O)(=O)N3CCCCC3)cc2)c1 | x | 5.9% | -1.6% | 43.1% | 1.2%
CC1(C)Cc2c(C#N)c(SCCO)nc(N3CCOCC3)c2CO1 | 1.0% | -0.8% | -7.4% | -4.0% | 1.4%
Cc1ccc(/C=N/NC(=O)Cn2ccc(C(F)(F)F)n2)o1 | -2.9% | -6.5% | -9.1% | -25.6% | 1.0%
O=C1NC(=O)N(Cc2ccco2)C(=O)/C1=C\c1cccn1CCOc1ccccc1 | 1.7% | -1.9% | -13.3% | u | 0.6%
COc1ccc(CCc2nnc(CCC(=O)NCCc3ncccc3C)o2)cc1 | -2.2% | 1.0% | -13.9% | 10.7% | 1.3%
COCCn1c(SCC(=O)N2CCC(C)CC2)nc2c([nH]c3ccccc32)c1=O | -6.2% | 2.4% | -1.9% | -7.3% | 2.9%
Brc1ccc2nc(-c3c[nH]c4ccccc34)cn2c1 | 27.1% | 12.7% | 0.9% | 12.6% | 5.9%
O=S(=O)(c1ccc2c(c1)CCCN2)N1CCCCC1 | x | -1.5% | -7.2% | -9.4% | 1.8%
O=C(CNC(=S)N(Cc1ccccc1)Cc1cccnc1)NCc1ccccc1 | 7.5% | 1.9% | -2.0% | 13.9% | 1.5%
Nc1cccc2c1C(=O)c1ccc(Cl)cc1C2=O | x | x | 24.6µM* | x | 5.2%
Nc1cc(C(=O)OCC(=O)Nc2ccc(N3CCOCC3)cc2)ccc1Cl | x | -0.2% | 3.4% | -13.6% | 0.6%

Other structures.
SMILES | PhoP GFP inhibition | M. tuberculosis HTS | H1N1 NS1A inhibition | tuberculosis growth | inhibitors of VEEV | others
COc1cc(NC(=O)C2CCN(S(=O)(=O)c3cnc[nH]3)CC2)cc(OC)c1OC | -1.6% | 6.4% | 4.4% | 8.7% | 0.5%
O=C(O)C1=C[C@@H](c2ccc3c(c2)OCO3)C[C@@H](OCc2ccc(CO)cc2)O1 | -4.1% | 0.4% | -1.7% | 8.7% | 0.9%
CC(C)C1CC(=O)NC(SCC(=O)Nc2ccc(Br)cc2)=C1C#N (stereo not given) | -15.4% | 3.7% | -5.2% | 22.7% | 0.4%
Cc1ccc[n+](C(C)C(=O)Nc2ccc(C)c(C)c2)c1 (stereo not given) | 6.6% | 3.8% | -0.7% | 19.5% | 1.2%
CCN(c1ccccc1)S(=O)(=O)c1ccc(Cl)c(NC(=O)CN2CCN(C)CC2)c1 | x | -0.4% | 8.7% | u | 0.3%
COc1ccc(-c2nc3ccccc3c(=O)n2CC(C)C)cc1 | 5.5% | 0.8% | -17.7% | -2.2% | 0.3%
Cc1cc(NC(=O)c2ccccc2Cl)no1 | 0.9% | -3.4% | 0.8% | -11.5% | 1.0%
CCN(C(=O)CN1CCC(C)CC1)c1c(N)n(Cc2ccccc2)c(=O)[nH]c1=O | x | x | -0.4% | x | 1.5%
Cc1ccc(NC(=S)N2CCN(C(=O)C3CCCO3)CC2)c(C)c1 (stereo not given) | -17.9% | -4.8% | 1.4% | -6.7% | 0.7%
CC(=O)N/C(=N\OCc1ccc(Br)cc1)c1nonc1NC(C)=O | -0.8% | -3.9% | 15.7% | 8.3% | i
CC12COC3(C(=O)NCCc4ccccc4)CC1CCC32C (stereo not given) | 4.1% | -2.0% | -6.5% | 15.8% | 0.8%
COc1ccc2nnc(-c3ccccc3)n2n1 | -1.7% | -3.4% | -1.9% | -6.2% | i
O=C(COC(=O)Cc1cccs1)Nc1ccccc1 | -15.8% | 0.5% | -2.5% | 50.1% | 3.1%
O=C1CCC([N+](=O)[O-])C(c2ccccc2Cl)N1 (stereo not given) | 1.3% | 2.0% | -12.4% | -8.5% | i
COc1ccc2nc(/C=N/NC(=O)[C@@H]3CCCN3C(=O)OC(C)(C)C)ccc2c1 | 5.2% | -1.5% | -21.4% | -0.8% | 0.5%
COc1ccccc1CN1C[C@@H]2C[C@@H](c3[nH]c4c(C)cccc4c3C)N3CCC[C@@]23C1=O | -8.9% | 5.5% | -14.6% | 54.5% | 0.8%
Cc1cc(NC(=O)CCC(=O)N(CC2CCCO2)C(C(=O)NC2CCCC2)c2cccnc2)no1 (stereo not given) | -10.2% | -5.7% | 2.0% | -10.4% | 0.1%
COc1cc(NC(=O)c2ccccc2NS(=O)(=O)c2ccc(Cl)s2)cc(OC)c1 | -5.8% | -4.9% | -1.3% | 74.3% | 0.9%
